From PubChem BioAssay
EPAC2 ag: EPAC2 (human) agonism. Q8WZA2. actives 0.079% (n = 360,000). Potency, µM (titrated, usually from 154 µM), inactives show at the top dose activation, most hits filed as activators. AID 720711. EPAC2 activation, biochemical qHTS; response scale: 100% = 6.5 mM cAMP response; further: potency means the concentration at half of the fitted maximal effect; nearly all actives have a fitted effect of over 50% in size
Target sequence (Q8WZA2 whole entry, looked up): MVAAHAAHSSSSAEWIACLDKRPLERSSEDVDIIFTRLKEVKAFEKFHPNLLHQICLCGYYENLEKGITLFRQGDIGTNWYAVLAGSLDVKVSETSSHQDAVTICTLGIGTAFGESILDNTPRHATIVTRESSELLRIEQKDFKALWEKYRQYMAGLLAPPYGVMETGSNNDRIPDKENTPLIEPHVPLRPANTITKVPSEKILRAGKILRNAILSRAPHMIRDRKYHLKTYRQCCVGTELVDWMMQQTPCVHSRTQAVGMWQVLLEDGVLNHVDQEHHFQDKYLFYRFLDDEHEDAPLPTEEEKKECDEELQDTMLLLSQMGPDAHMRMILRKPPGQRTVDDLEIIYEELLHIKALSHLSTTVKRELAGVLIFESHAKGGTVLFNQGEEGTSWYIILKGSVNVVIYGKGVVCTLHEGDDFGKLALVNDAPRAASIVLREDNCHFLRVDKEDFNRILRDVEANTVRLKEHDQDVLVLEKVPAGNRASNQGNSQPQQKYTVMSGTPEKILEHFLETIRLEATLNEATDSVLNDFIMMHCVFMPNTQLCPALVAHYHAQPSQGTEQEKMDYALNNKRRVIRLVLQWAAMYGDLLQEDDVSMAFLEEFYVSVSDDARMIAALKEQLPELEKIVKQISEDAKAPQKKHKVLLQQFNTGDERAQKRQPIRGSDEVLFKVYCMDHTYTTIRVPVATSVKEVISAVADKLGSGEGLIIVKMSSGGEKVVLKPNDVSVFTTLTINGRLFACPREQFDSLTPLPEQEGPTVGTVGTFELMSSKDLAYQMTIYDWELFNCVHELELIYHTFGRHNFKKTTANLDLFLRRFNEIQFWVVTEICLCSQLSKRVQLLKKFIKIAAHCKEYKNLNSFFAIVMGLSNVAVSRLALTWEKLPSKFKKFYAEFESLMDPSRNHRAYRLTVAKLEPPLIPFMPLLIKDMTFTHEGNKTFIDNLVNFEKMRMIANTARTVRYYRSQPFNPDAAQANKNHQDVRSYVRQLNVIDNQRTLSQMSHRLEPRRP
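Compounds were added across a concentration range to EPAC2 (100 nM), RAP1B-BODIPY-GDP (250 nM) and GDP (50 uM). After 5 min at room temperature, fluorescence was recorded at 5-min intervals for 30 min.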
Akt phos inh: blocks phosphorylation of Akt; Neuro2A IGF-stimulated pAkt S473 HTRF, 20 min; stronger effect = lower value; activity change, % for hits at 50 µM; actives 0.32% (n = 360,000); AID 651550; in the data active means activity change below about -80%; inconclusive means mostly about -51% to -80%; further: on the % scale 0 is the no-effect control and ±100 the full control effect
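Neuro2A cells (4,500/well, DMEM with 0.5% FBS) were treated with compound at a single 50 µM final concentration, stimulated with 6 nM IGF for 20 min at 37 °C, and lysed. Phospho-Akt Ser473 was read by HTRF as 665/615 ratio ×10^4.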
Mm-Cpn inhibitor: blocks the Methanococcus maripaludis chaperonin Mm-Cpn; purified Mm-Cpn ATPase, ADP Transcreener TR-FRET; Potency, µM (highest dose often 76.9 µM), for inactives: at the top dose activity, negative = inhibition, actives largely listed as inhibitors; actives 0.031% (n = 330,000); further: potency means the concentration at half of the fitted maximal effect; on the % scale 0 is the no-effect control and ±100 the full control effect; nearly all actives have a fitted effect of over 80% in size
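Inhibition of chaperonin ATP hydrolysis is measured as reduced ADP production, detected by competitive TR-FRET in which signal falls with ADP. Final enzyme 25 nM and ATP 10 uM, reacted 30 min at 37°C.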
Nrf2 ARE act: activators of Nrf2 (ARE) signaling | AREc32 ARE-luciferase reporter (MCF7-derived line), luminescence, 24 h | Potency, µM (series often up to 46.1 µM), for the others: top-dose activation, hits mostly activators | actives 0.31% (n = 410,000); further: potency means the concentration at half of the fitted maximal effect; % of control where 0% means no effect; nearly all actives have a fitted effect of over 65% in size
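ARE activation measured as luciferase luminescence (Steady-Glo, 30 min RT) in AREc32_Fluc cells after 24 hr compound exposure at 37 deg C, 5% CO2; cells seeded overnight at 1000/well in OPTI-MEM, 5% FBS.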
CCT modulator: changes cytosolic chaperonin activity; purified chaperonin ATPase assay, HTRF ADP detection, 30 min; actives 0.3% (n = 360,000); activity change, % (concentration not given with the values), hits read low; in the data active means activity change below about -30%; further: on the % scale 0 is the no-effect control and ±100 the full control effect
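Nucleotide hydrolysis assay: TRiC at 20–40 nM final (set by batch activity) with 10 uM ATP, 30 min at 37 °C, in presence of 76 uM compound. Detection by competitive ADP HTRF, 30 min ambient.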
A549 tox: counter-screen for Nrf2 inhibitors: cytotoxicity in A549 cells. A549 ARE-Fluc cells, CellTiter-Fluor viability, 18-24 h. Potency, µM (titrated, usually from 46 µM), for inactives: at the top dose activity change, negative = cytotoxicity, actives largely listed as inhibitors. actives 0.16% (n = 390,000); further: potency means the concentration at half of the fitted maximal effect; on the % scale 0 is the no-effect control and ±100 the full control effect
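A549 ARE-Fluc cells in 5% FBS OPTI-MEM, 5000 cells/well, rested 2 h then exposed to compounds in concentration-response for 18-24 h at 37 °C. Viability by CellTiter-Fluor fluorescence (Ex 405/Em 525) after 30 min; luciferase luminescence (BugLite, 15 min, RT) read afterwards.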
EPAC2 antag: EPAC2 (human) antagonism; Q8WZA2; EPAC2 GEF exchange of Rap1B-BODIPY-GDP, fluorescence; Potency, µM (top dose mostly 114 µM), for inactives: at the highest dose activity, negative = inhibition, actives largely listed as inhibitors; actives 0.18% (n = 360,000); AID 720708; further: potency means the concentration at half of the fitted maximal effect; on the % scale 0 is the no-effect control and ±100 the full control effect; nearly all actives have a fitted effect of over 45% in size; many of its hits are not listed in these tables
TGFb SMAD3 inh: TGF-b pathway inhibition; actives 1.2% (n = 410,000); HepG2 CAGA-GFP TGF-b/SMAD3 reporter, GFP fluorescence, 18 h; TGF-beta stimulated, 500 pg/mL final; Potency, µM (doses to about 46.1 µM), without a hit: at the top dose activity, negative = inhibition, hits mostly inhibitors; further: potency means the concentration at half of the fitted maximal effect; on the % scale 0 is the no-effect control and ±100 the full control effect; nearly all actives have a fitted effect of over 65% in size
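TGF-beta reporter screen: HEPG2 CAGA-GFP, 1% FBS, 500 pg/mL TGF-beta final, 18 h; per-cell GFP summed per well; curves fitted and categorized by class.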
Nrf2 block: blocks Nrf2 signaling; A549 ARE-Fluc reporter, luciferase luminescence, 18-24 h; actives 2.1% (n = 360,000); AID 504444; Potency, µM (doses to about 46 µM), without a hit: top-dose activity change, negative = inhibition, actives largely listed as inhibitors; further: potency means the concentration at half of the fitted maximal effect; on the % scale 0 is the no-effect control and ±100 the full control effect; nearly all actives have a fitted effect of over 60% in size
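A549 ARE_Fluc cells (5000/well, 5% FBS OPTI-MEM) pre-incubated 2 h, then treated with compounds 18-24 h at 37C/5% CO2 in concentration-response. CellTiter-Fluor viability read first; BugLite luciferase luminescence after 15 min at room temperature gives Nrf2 activity.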
* hit, by the source's call; i = inactive; ? = inconclusive; / = no result given; & = joins results of further samples; [ ] = remark or other dose. Unless noted, the call rests on the fitted dose curve; in most records, active means well fitted curve in the direction sought with a large enough effect; inconclusive means small, poorly fitted or top-dose-only effect, or another doubt; inactive means no such curve, though single readings can be large; an effect the other way counts as inactive or inconclusive.

Value order – EPAC2 ag	Akt phos inh	Mm-Cpn inhibitor	Nrf2 ARE act	CCT modulator	A549 tox	EPAC2 antag	TGFb SMAD3 inh	Nrf2 block
CC(=O)Nc1nonc1-c1nnc(SCC(=O)Nc2cc(C)cc(C)c2)n1C
→ /	/	/	3.8%	/	0%	/	3%	-21%
O=C1CCc2cc(S(=O)(=O)N3CCCC3C(=O)N3CCN(c4ccccc4F)CC3)ccc2N1 (configuration not stated)
→ 5%	i	0%	-0.6%	1.9	6%	-4%	0%	-14%
Cc1ccc(-c2csc(N(CCO)CCCn3c(C(F)(F)F)nc4ccccc43)n2)cc1
→ 16%	i	-11%	5.0%	1.2	-9%	-1%	?	?
O=C(NNC(=O)c1cccc2ccccc12)c1ccc(Br)cc1
→ 1%	i	/	5.7%	-2.8	7%	17%	11%	?
O=C(Nc1cc(C(F)(F)F)ccc1Cl)c1cc2nc(-c3ccc4c(c3)OCO4)cc(C(F)(F)F)n2n1
→ /	/	/	-0.4%	/	-7%	/	1%	7%
Cc1ccc(S[C@@H](CCN2CC[C@H](C(C)(C)C)CCC2=O)c2ccccc2)cc1
→ 5%	i	0%	0.6%	-3.3	18%	-13%	?	?
c1ccc(CNc2nc3ccccc3n3cnnc23)nc1
→ 2%	i	0%	18%	0.6	-1%	-2%	2%	-14%
COc1ccc(NC(=O)c2cn(CCC#N)nc2-c2cc3ccccc3o2)cc1
→ 10%	i	1%	0.4%	-1.3	-15%	1%	-7%	?
O=S(=O)(Nc1ccc(C(F)(F)F)cc1)c1cccs1
→ 1%	i	-3%	-0.1%	1.2	1%	?	-18%	-19%
O=C(NCCNc1ccnc2cc(Cl)ccc12)c1ccccc1F
→ -3%	i	-1%	3.7%	0.5	-10%	3%	-12%	18µM*
O=C(CN1CCCC1)N1CCCC(c2ccc(F)cc2)c2ccc(F)cc21 (configuration not stated)
→ -8%	i	-1%	-0.9%	-2.7	-14%	-1%	12%	1%
Cc1cccc2c1cnn2C(=O)Nc1ccccc1Br
→ 7%	i	-1%	8.3%	-0.8	-9%	2%	18%	?
COc1cc(NC(=O)CN2CCN(S(=O)(=O)/C=C/c3ccccc3)CC2)cc(OC)c1OC
→ 8%	i	-2%	-0.4%	-0.5	9%	1%	-10%	-18%
CC(C)N(Cc1ccccc1)C(=O)CN1C(=O)c2ccccc2C1=O
→ 5%	i	1%	-1.1%	-0.9	-2%	1%	14%	2%
CCN(CC)S(=O)(=O)c1ccc(Cl)c(C(=O)NCc2ccccc2Cl)c1
→ 8%	i	1%	0.5%	1.3	4%	-1%	1%	2%
C#CC(CC)(CC)NC(=O)NC1CCCCC1
→ 6%	i	0%	-0.8%	1.5	0%	2%	1%	2%
OCc1cn(-c2ccccc2)nc1-c1ccc2c(c1)OCCO2
→ 1%	i	-3%	0.3%	1.8	-12%	-11%	0%	?
Cc1ccc(-n2cnc3sc(C)c(C)c3c2=O)cc1
→ 1%	i	0%	3.8%	2.0	3%	8%	14%	?
COc1ccc(C(=O)N/N=C(\C)CC(=O)Nc2ccc(Cl)cn2)cc1
→ 13%	i	0%	3.2%	-1.7	2%	0%	14%	13%
Cc1cccc(C)c1N1CCN(S(=O)(=O)N2CCCCC2)CC1
→ 11%	i	2%	-0.2%	-16	11%	-9%	-23%	-4%
O=C(NCc1ccc(Cl)cc1)C(=O)N/N=C/c1ccc(Br)cc1
→ -1%	i	2%	0.5%	-0.5	1%	4%	6%	8%
CCOC(=O)c1ccc(NC(=S)NCc2cccnc2)cc1
→ 5%	i	-2%	-0.2%	-3.3	0%	11%	10%	-28%
O=C(CCl)N1CCN(C(=O)C2COc3ccccc3O2)CC1 (configuration not stated)
→ 9%	i	1%	?	-1.7	7%	26%	-13%	?
c1ccc(Cc2noc(CN3CCN(C4CCc5ccccc5C4)CC3)n2)cc1 (configuration not stated)
→ 11%	i	0%	2.4%	-2.7	-8%	-8%	-1%	?
C=CCNc1nc2ccccc2nc1NS(=O)(=O)c1cccc(C)c1
→ 3%	i	-9%	14%	-0.4	-2%	-11%	-7%	-19%
CCN1C(=O)[C@@H]2[C@@H](c3ccc(-c4ccc5c(c4)OCO5)c(OC)c3)N3CCCC[C@@]3(C(=O)OC)[C@@H]2C1=O
→ 13%	i	-7%	0.2%	-1.7	-1%	-5%	1%	-19%
CCN(CC)c1ccc(NC(=O)CCS(=O)(=O)c2cccc3nsnc23)c(C)c1
→ 11%	i	-3%	-0.2%&-0.3%	0.2	0%&3%	9%	-11%&-22%	-14%
CC(=O)c1sc(N/N=C/c2cccc(O)c2)nc1C
→ 20%	i	1%	29%	-2.0	-2%	17%	-13%	11%
CCCN1CCC(=O)N([C@H](CSc2ccc(OC)cc2)c2ccccc2)CC1
→ 10%	i	-1%	6.9%	1.2	0%	-7%	-5%	28%
CC(CNC(=O)c1cccc(Br)c1)n1cncn1 (configuration not stated)
→ 2%	i	0%	-0.2%	-5.0	-5%	5%	7%	7%

Ordered by the number under TGFb SMAD3 inh (largest number first): some entries from above.
canonical_smiles | TGFb SMAD3 inh
C#CC(CC)(CC)NC(=O)NC1CCCCC1 | 1%
CC(=O)c1sc(N/N=C/c2cccc(O)c2)nc1C | -13%
Cc1cccc(C)c1N1CCN(S(=O)(=O)N2CCCCC2)CC1 | -23%

Additional results follow:
Value order – EPAC2 ag	Akt phos inh	Mm-Cpn inhibitor	Nrf2 ARE act	CCT modulator	A549 tox	EPAC2 antag	TGFb SMAD3 inh	Nrf2 block
O=C(CCC(=O)N1CCCC(Nc2ccccc2)C1)c1ccc(F)cc1 (configuration not stated)
→ 6%	i	-6%	0.3%	0.0	0%	5%	8%	7%
CC(=O)N1CCOc2ccc(S(=O)(=O)N3CCC(C(=O)Nc4cc(C)cc(C)c4)CC3)cc21
→ 0%	i	3%	-0.7%	0.1	-7%	-2%	4%	?
CCOC(=O)N1CCN(C(=O)C(=O)c2cn(CC(=O)N3CCCCCC3)c3ccccc23)CC1
→ 7%	i	-16%	0.1%	-0.1	1%	-16%	3%	15%
O=C(ONC(=O)C1CCCCC1C(=O)NOC(=O)c1ccccc1)c1ccccc1 (configuration not stated)
→ 1%	i	/	0.5%	-0.9	-2%	4%	2%	23%
Nc1ccc(S(=O)(=O)C(F)(F)F)cc1N
→ -3%	i	-3%	3.9%	1.3	-1%	0%	-16%	10%
CCCCn1c(N)c(N(CCC(C)C)C(=O)C2CC(=O)N(c3ccccc3OCC)C2)c(=O)[nH]c1=O (configuration not stated)
→ -1%	i	3%	0.2%	0.0	-10%	16%	17%	-12%
O=C(CC1NC(=O)NC1=O)Nc1ccc(Cl)cc1 (configuration not stated)
→ -5%	/	2%	0.3%	-0.6	2%	3%	-14%	6%
O=C(COC(=O)c1cccc(O)c1)NC(=O)Cc1ccccc1
→ 3%	i	0%	-0.4%	-3.3	0%	-2%	-2%	-14%
COc1cccc(/C=N/Nc2ncnc3scc(-c4ccccc4)c23)c1O
→ -3%	i	2%	3.8%	2.8	-22%	-5%	?	?
Cc1cccc(NC(=O)c2ccccc2NC(=O)c2ccccc2)n1
→ 10%	i	-2%	6.1%	-2.4	-5%	3%	?	-8%
CCc1nnc(SCC(=O)Nc2ccccc2Cl)nc1CC
→ 6%	i	-2%	-0.1%&5.9%	-1.5	0%&0%	-12%	13%&7%	6%
COc1ccc(N/C=C2\C(=O)c3c(sc(C)c3C)N(C)S2(=O)=O)cc1
→ -1%	i	1%	-0.4%	-0.7	1%	6%	-9%	4%
Cc1cccc(C(=O)N(C)c2nnc(-c3ccncc3)s2)c1
→ 1%	i	/	0.2%	3.3	0%	4%	-8%	7%
CCOC(=O)C(NCc1ccc2c(c1)OCO2)(NC(=O)c1ccccc1)C(F)(F)F (configuration not stated)
→ 0%	i	-1%	0.1%	2.2	17%	-1%	4%	13%
CC1(C)CCCC2=C1CC1C(=O)N(Cc3cccnc3)C(=O)C1C2 (configuration not stated)
→ 3%	i	-4%	-0.1%	-0.9	-17%	6%	-22%	-8%
COc1ccc2c(=O)cc(-c3ccncc3)oc2c1OC
→ 10%	i	/	5.0%	-2.6	-20%	1%	?	16µM*
CN(C1CCCCC1)S(=O)(=O)c1cccc(C(=O)Nc2ccccn2)c1
→ 14%	i	1%	5.9%	0.2	4%	-16%	10%	?
O=C(Cn1cccc1)NC1CCCCCC1
→ 2%	i	1%	-0.2%	-0.1	-12%[1.84 µM]	3%	-6%	10%
CC(C)(C)c1ccc(OCC(=O)Nc2ccncc2)c(Br)c1
→ 14%	i	-1%	4.3%	-1.2	-8%	-16%	?	?
O=C(CNC(=O)c1ccccc1Br)N/N=C\c1cc([N+](=O)[O-])cc(Br)c1O
→ 2%	i	1%	5.7%	-3.1	-17%	-19%	-5%	-2%
CCc1ccc(C(=O)N2CCCN(C)CC2)s1
→ -2%	i	0%	0.2%	0.4	1%	1%	-19%	-10%
O=C(OCC(=O)N1CCCCC1)c1cccc(NS(=O)(=O)c2ccccc2)c1
→ 4%	i	-1%	0.4%	-2.3	-3%	0%	-18%	0%
C=CCn1c(C)nc2c(cnn2-c2ccccc2)c1=O
→ 3%	i	1%	-0.1%	-0.6	1%	?	5%	-4%
COc1ccc(Br)cc1S(=O)(=O)NCc1ccccn1
→ 13%	i	0%	-0.4%	-3.3	5%	-3%	-5%	-2%
c1cc(N2CCCC2)ccc1C(c1nnnn1C1CCCCC1)N1CCOCC1 (configuration not stated)
→ -1%	/	-3%	1.6%	1.6	-10%	9%	-14%	7%
O=C(CCS(=O)(=O)c1cccs1)Nc1ccc(C(=O)NCc2cccs2)cc1
→ 8%	i	-3%	-0.3%	2.4	5%	4%	-27%	/

An excerpt; the hit share may differ from the screen's.
